# EBI2 antag: EBI2 (human) antagonism; AID 651636; EBI2 beta-arrestin recruitment, luminescence, 7a,25-OHC stimulated; 360,000 compounds, 0.81% hits; inhibition, % at 5 µM; in the data active = inhibition above about 38%;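 also: enzyme fragment complementation signal reports receptor beta-arrestin coupling in cells; 0% = agonist plus DMSO wells and 100% = wells without agonist; some results beyond the cut were filed as inactive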
# UBC13 inh: inhibitors of human UBC13 polyubiquitin chain formation; inhibition, % at 20 µM; P61088; 330,000 compounds, 0.47% hits; TR-FRET; in the data active = inhibition above about 45%, passing the limit was not always enough
# Target sequence (P61088 whole entry, looked up): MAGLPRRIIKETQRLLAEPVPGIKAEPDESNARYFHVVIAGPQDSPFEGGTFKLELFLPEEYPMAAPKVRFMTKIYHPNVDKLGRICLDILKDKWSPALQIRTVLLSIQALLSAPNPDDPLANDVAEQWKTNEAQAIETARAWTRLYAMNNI
# APJ antagonist: blocks the human apelin receptor APJ. 330,000 compounds, 0.32% hits. inhibition, % at 20 µM. AID 2521. P35414. CHO-K1 APJ beta-arrestin complementation, luminescence;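 active = inhibition above about 40% at 20 µM, limit read from the data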;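 also: cells challenged with 10 nM apelin-13 agonist together with compound; plate controls were apelin-13 plus DMSO wells for no effect and DMSO wells lacking apelin-13 for full effect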
# Target sequence (P35414 whole entry, looked up): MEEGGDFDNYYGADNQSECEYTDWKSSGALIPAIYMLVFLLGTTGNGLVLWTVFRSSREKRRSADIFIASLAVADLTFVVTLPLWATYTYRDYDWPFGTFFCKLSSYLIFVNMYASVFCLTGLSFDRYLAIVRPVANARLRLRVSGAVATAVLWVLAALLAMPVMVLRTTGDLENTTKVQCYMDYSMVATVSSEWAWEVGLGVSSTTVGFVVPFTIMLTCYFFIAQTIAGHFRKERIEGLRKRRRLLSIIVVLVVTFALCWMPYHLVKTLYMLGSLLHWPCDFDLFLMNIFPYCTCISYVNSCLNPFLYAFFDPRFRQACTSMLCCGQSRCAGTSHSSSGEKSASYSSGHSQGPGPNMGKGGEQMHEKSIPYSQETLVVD
# 697 NFkB inh: inhibitors of the PMA/ionomycin-induced NF-kB reporter in 697 B cells. 697 B-cell NF-kB luciferase reporter, 16 h. inhibition, % at 4 µM. 330,000 compounds, 0.33% hits. AID 435022; in the data active = inhibition above about 35%
# Gli-Sufu block: blocks Gli-Sufu signaling in a luciferase reporter | 340,000 compounds, 0.74% hits | inhibition, % at 5 µM | Sufu-KO-LIGHT fibroblasts, Gli luciferase reporter luminescence | AID 588413;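 active = inhibition above about 55%, limit read from the data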;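 also: 0% = DMSO-treated cells and 100% = wells with medium but no cells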
# Jurkat NFkB inh: inhibitors of the PMA/ionomycin-induced NF-kB reporter in Jurkat cells; PMA/ionomycin-induced NF-kB luciferase reporter, luminescence; inhibition, % at 4 µM; 330,000 compounds, 0.53% hits; AID 435003; in the data active = inhibition above about 50%
# CXCR6 inh: inhibitors of human CXCR6 receptor | O00574 | CHO-K1 PathHunter CXCR6 beta-arrestin, luminescence | inhibition, % at 20 µM | 360,000 compounds, 0.36% hits | AID 602244; in the data active = inhibition above about 34%, passing the limit was not always enough;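 also: antagonist mode with CXCL16 agonist at 10 nM final; 0% = 10 nM CXCL16 with DMSO and 100% = unstimulated wells without agonist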
# CCR6 antag: antagonists of human CCR6 receptor; P51684; CHO-K1 CCR6 PathHunter beta-arrestin, luminescence, CCL20-stimulated; inhibition, % at 20 µM; 340,000 compounds, 0.49% hits;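 active = compounds whose inhibition of the agonist-driven luminescence signal at 20 µM reaches about 50%, limit read from the data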;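 also: cells stimulated with CCL20 at 14 nM final; plate controls were DMSO with CCL20 for no effect and DMSO without agonist for full effect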
# Target sequence (P51684 whole entry, looked up): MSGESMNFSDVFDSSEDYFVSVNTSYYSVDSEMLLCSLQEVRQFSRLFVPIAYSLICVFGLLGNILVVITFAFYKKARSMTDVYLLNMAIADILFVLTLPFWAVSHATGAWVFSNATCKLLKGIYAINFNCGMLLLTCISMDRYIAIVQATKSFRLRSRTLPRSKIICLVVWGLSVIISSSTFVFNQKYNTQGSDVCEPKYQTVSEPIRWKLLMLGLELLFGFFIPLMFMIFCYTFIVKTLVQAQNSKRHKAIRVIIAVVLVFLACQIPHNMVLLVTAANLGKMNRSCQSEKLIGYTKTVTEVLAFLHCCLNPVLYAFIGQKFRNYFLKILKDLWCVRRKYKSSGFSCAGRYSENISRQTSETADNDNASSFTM
# * hit, by the source's call; . = no result given.
# Order of results: EBI2 antag	UBC13 inh	APJ antagonist	697 NFkB inh	Gli-Sufu block	Jurkat NFkB inh	CXCR6 inh	CCR6 antag
O=C(CNC(=O)c1ccc2c(c1)OCO2)NCCOc1ccc(Cl)cc1
 : 5	-5	-10	2	-2	-7	8	-4
O=C1CCCC(O)=C1N=Nc1cccc(C(=O)O)c1
 : -6	-4	12	-48	-7	20	-3	6
Cc1cn(Cc2ccccc2)c(=O)[nH]c1=O
 : -9	-7	-6	-15	1	-16	-1	-6
Cc1c(NC(=O)C(C)Sc2ncnc3ccccc23)c(=O)n(-c2ccccc2)n1C (centres undefined)
 : -1	7	-14	10	-5	3	0	11
Cc1ccc(-n2cccn2)cc1
 : -14	7	-8	12	-4	12	4	-10
CC1=C[C@H]2Cc3cc(C)cc(C)c3S(=O)(=O)[C@@H]2C=C1
 : 2	1	13	-10	-4	-5	0	-10
O=C(NNC1=NCCC1)c1ccc(Br)cc1
 : 2	4	22	6	-20	-3	7	-7
CCCC1(CCC)NC(=O)NC1=O
 : -2	-5	2	-23	13	-11	-4	1
COc1ccc(NC(=O)CCNS(=O)(=O)c2ccc3c(c2)CC(C)N3C(C)=O)cc1 (centres undefined)
 : 3	-10	10	2	-8	-8	-10	8
Cn1c(N2C(=O)CC(Cc3ccccc3)C2=O)nc2ccccc21 (centres undefined)
 : -8	12	-7	11	-60	8	3	-11
O=C(NCCCN1CCOCC1)c1cn(-c2ccccc2)nc1-c1ccc(F)cc1
 : -15	14	0	5	11	6	-4	1
CC1CN(S(=O)(=O)Cc2ccccc2)CC(C)O1 (centres undefined)
 : -4	6	-21	-2	-10	-2	-7	6
CCOC(=O)c1sc2nc(N3CCOCC3)c3c(c2c1N)CC(C)(C)N(C)C3
 : 7	-1	4	-15	6	-6	0	2
CCOc1ccccc1N(C)C(=O)CCS(=O)(=O)c1ccc2c(c1)NC(=O)CO2
 : 1	0	9	8	-5	10	0	16
O=C(CN1CCCC1)NCc1ccccc1
 : -6	-8	7	-18	-3	-18	5	7
COc1ccc(/C=C/C(=O)NNC(=O)c2cc(C)oc2C)cc1
 : 11	-1	20	6	-6	35	-6	10
Cc1nc(NC(=O)c2ccccc2)sc1-c1csc(NCCc2ccccc2)n1
 : -2	3	-7	-12	-14	-12	-12	-3
COc1cc(/C=C2/C(=O)N=C(N)N2C)cc(OC)c1OC
 : -1	-7	11	2	-3	-10	-11	18
C=CCn1c(/N=C/c2ccc(N(C)C)cc2)nc2ccccc21
 : 0	-9	-18	-6	0	-10	3	5
COc1cc(C)nc(NS(=O)(=O)c2ccccc2)n1
 : -1	2	-6	12	-6	7	-4	-19
CC(=O)Nc1cccc(C(=O)NCCc2ccco2)c1
 : -12	2	0	-26	-13	-27	9	12
C[C@H]1CN[C@H](CCO)/C1=C\c1ccccc1
 : -9	.	.	.	-5	.	0	-5
CCOC(=O)C1=C(C(F)(F)F)Nc2ncnn2C1c1ccc(OC)cc1OC (centres undefined)
 : 2	7	6	-4	2	1	-8	9
CC1(C)Cc2c(sc(/N=C/N3CCCC3)c2C#N)C(C)(C)N1
 : -12	7	5	9	-20	-2	-10	-22
C/C(N)=C(/C#N)C(=O)COC(=O)C1=NN(c2ccccc2)C(=O)CC1
 : 8	6	3	12	-2	4	-2	7
O=C(NCCCn1ccnc1)c1ccc(Br)cc1
 : 0	5	20	-5	11	-18	7	0
CC1CC(=O)N(c2ccc(N(C)Cc3ccccc3)c([N+](=O)[O-])c2)C1=O (centres undefined)
 : -2	-14	19	-19	10	-1	4	7
COc1ccc(CCNC(=O)[C@@H](NC(=O)N2CCn3c2nc2ccccc23)C(C)C)cc1OC
 : 3	0	4	2	-4	-8	-1	8
COc1ccc(-c2cc(-c3n[nH]c(=S)n3-c3ccccc3Cl)[nH]n2)cc1
 : -5	-11	-6	-30	-24	-12	-5	4
CC(=O)C1=C(O)C(=O)N(c2ccc(O)cc2)C1c1ccc([N+](=O)[O-])cc1 (centres undefined)
 : 2	-6	11	7	-9	4	2	13

# Brought forward from above: three entries; new compounds follow.
# Order of results: EBI2 antag	UBC13 inh	APJ antagonist	697 NFkB inh	Gli-Sufu block	Jurkat NFkB inh	CXCR6 inh	CCR6 antag
COc1ccc(CCNC(=O)[C@@H](NC(=O)N2CCn3c2nc2ccccc23)C(C)C)cc1OC
 : 3	0	4	2	-4	-8	-1	8
COc1ccc(-c2cc(-c3n[nH]c(=S)n3-c3ccccc3Cl)[nH]n2)cc1
 : -5	-11	-6	-30	-24	-12	-5	4
CC(=O)C1=C(O)C(=O)N(c2ccc(O)cc2)C1c1ccc([N+](=O)[O-])cc1 (centres undefined)
 : 2	-6	11	7	-9	4	2	13
COc1ccc2[nH]c(=O)c(CN(Cc3cccs3)S(=O)(=O)c3cccc4nsnc34)cc2c1
 : -22	-3	-3	19	8	47	3	7
CCCCc1cc(=O)oc2cc(C)cc(OCC(=O)NCc3ccncc3)c12
 : 11	-1	-13	-27	0	3	3	16
O=C(O)CCC(=O)NCC1OCCc2ccccc21 (centres undefined)
 : -16	7	-7	22	-15	13	-6	5
CC(CNC(=O)COc1ccccc1)OC(=O)Nc1cccc(Cl)c1 (centres undefined)
 : 10	6	10	12	8	-2	-10	5
CCN1c2ccccc2-c2nc3ccccc3n2C1c1ccco1 (centres undefined)
 : 22	18	-1	4	10	1	12	-21
COc1ccc(NC(=O)Cn2nnc(C(=O)Nc3ccc(F)c(Cl)c3)c2N)cc1
 : -6	-16	10	-2	1	9	-7	-1
COc1ccc(/C=C(/NC(=O)c2cccc([N+](=O)[O-])c2)C(=O)O)cc1OC
 : 2	-1	2	26	4	7	6	3
C=CCNC(=O)/C(C#N)=C/c1cn(-c2ccccc2)nc1-c1cccs1
 : -1	13	-18	12	-2	-10	1	4
COc1ccc(NC(=O)CN2CCN(S(=O)(=O)c3ccc(Cl)cc3)CC2)cc1Cl
 : 38*	1	-15	4	3	-11	-8	10
CCOc1ccc(C(=S)NC2CCCCC2)cc1OCC
 : 1	1	18	16	-4	16	8	-3
COc1ccc(NC(=O)CSc2nnc(Cc3cccn3C)n2-c2ccc(C)cc2)cc1OC
 : -8	-10	17	22	-3	24	-4	-7
O=C(CSc1ccc2ccccc2n1)c1ccccc1
 : -4	9	-18	-57	-22	-25	14	16
CC(=O)Nc1ccc(S(=O)(=O)N2CCN3CCCC3C2)cc1 (centres undefined)
 : 3	2	10	1	-15	3	2	11
CCOc1ccc(NC(=O)CN(C)C(=O)c2cn(-c3ccc(F)cc3)nc2-c2cccc(OC)c2)cc1OCC
 : 10	-8	-4	-3	21	3	-8	2
CCN(CC)CCCNC(=O)C1c2ccccc2C(=O)N1Cc1ccc(C)cc1 (centres undefined)
 : -12	-6	-18	10	1	-3	-8	-3
Cc1ccc(S(=O)(=O)N2CCOCC2)cc1NC(=O)CNCC1CCCCC1
 : -8	-13	1	18	4	-5	-3	5
CN(C)c1ccc(C(=S)Nc2ccccc2)cc1
 : 1	-9	16	-228	-2	-77	-3	17
Cc1cc(C)c(-n2c(O)c(C=NCCN3CCOCC3)c(=O)[nH]c2=O)c(C)c1
 : -7	1	10	26	9	-9	0	-10
Cc1nnc(NC(=O)c2ccc(-c3cccc(C(F)(F)F)c3)o2)s1
 : 1	-16	9	-34	-2	-6	0	-10
CC1(C)Cc2cccc(OCC(=O)N3CCN(S(=O)(=O)c4ccccc4)CC3)c2O1
 : 9	4	5	8	7	1	-1	11
Cc1cc(Br)cc(Cl)c1OCC(=O)N1CCN(C(=O)c2ccco2)CC1
 : 12	1	-9	4	5	3	4	1
c1ccc(-c2noc(CC3CCCCC3)n2)nc1
 : -14	-7	8	-92	-105	-106	-2	-9
O=C(C(Cc1ccccc1)n1cccc1)N1CCN(c2ncccn2)CC1 (centres undefined)
 : -2	-5	15	1	-16	9	-1	-4
O=C(O)C1CCN(Cc2oc(CO)cc(=O)c2O)C1 (centres undefined)
 : -7	.	.	.	32	.	1	-4
CCN=C1SC(CC(=O)Nc2ccc(C(F)(F)F)cc2)C(=O)N1CC (centres undefined)
 : 0	4	3	22	27	1	-6	4
CN(CC(=O)Nc1ccccc1C(F)(F)F)C(=O)COc1ncnc2ccccc12
 : -7	12	5	14	-7	0	5	7
O=S(=O)(/C=C/c1ccccc1)N1CCN(c2ccccc2)CC1
 : -1	-5	-22	20	2	12	1	5
Fc1cccc(CSc2nc3ncc(Cl)cc3[nH]2)c1
 : 8	0	-10	-18	-15	-20	-6	5
COc1cc(/C=C(/C#N)C(=O)NCc2ccccc2)cc(OC)c1OC
 : 17	-3	-14	-3	2	-8	-3	8
Cc1cc(C)n2nc(-c3sccc3-n3c(C)ccc3C)cc2n1
 : 5	-2	7	-32	0	-23	9	15
CC(C)CC(=O)Nc1ccccc1N1CCN(c2ccc(F)cc2)CC1
 : -4	-2	13	6	9	-1	0	2
CCc1nc(SCc2ccc(F)cc2)[nH]c(=O)c1C#N
 : -1	-11	-1	-8	1	-1	9	6
CCCn1cnc2c(cnn2-c2ccc(F)cc2)c1=O
 : 2	-1	15	-33	-39	-16	0	10
COc1cc2[nH]c(=S)n(Cc3ccccc3)c(=O)c2cc1OC
 : 3	36	16	-1	-6	7	7	7
CCN1CCCC1CNCc1cccc(OC)c1OCc1ccc(F)cc1 (centres undefined)
 : -1	14	-6	-4	24	4	10	12
C=CCN1C(=O)C(C)(C)Nc2ccccc21
 : -4	6	10	13	4	-3	7	1
COc1cc(NC(=O)c2cc(Cl)nnc2Cl)cc(OC)c1OC
 : 3	12	5	5	4	-5	-4	0
O=C(CSc1nnc2c(n1)[nH]c1ccc(F)cc12)NCc1ccc(F)cc1
 : -12	0	0	-2	3	10	3	10
Cc1ccccc1OC(C)C(=O)N1CCC(Cc2ccccc2)CC1 (centres undefined)
 : -1	6	-7	11	2	10	5	15
N#C/C(=C\c1cccnc1)c1nc2c(s1)CCCC2
 : -10	4	5	-88	-64	-52	-3	7
Cc1cc(-c2n[nH]c(=S)n2-c2ccc(F)cc2)nn1C
 : 0	-6	1	3	-1	0	-7	3
COc1ccc(C2C(C(=O)Nc3cc(OC)c(OC)c(OC)c3)c3ccccc3C(=O)N2C)cc1 (centres undefined)
 : -2	6	-14	-70	1	75*	29	0
CN(/C=C/C(=O)C(F)(F)C(F)(F)F)Cc1ccccc1
 : -9	-12	3	3	0	-13	-4	10
CCN1CCc2c(sc(N)c2C#N)C1
 : -4	-27	6	-7	-1	-22	4	5
CCOC(=O)[C@H]1[C@H]2COc3ccc(OC)cc3[C@@H]2N2C(=O)c3ccc(C)cc3NC(=O)[C@@]12C
 : -5	-8	-28	14	13	-4	5	9
COc1ccc(-c2cc(=O)c3ccc(O)cc3o2)cc1
 : 4	.	.	.	-55	.	3	8
COc1ccc(CCNC(=O)Cn2c(=O)oc3ccccc32)cc1OC
 : 2	6	-3	5	-12	2	-2	9
CC(C)c1ccc(CN(C(=O)/C=C/c2ccco2)C2CCS(=O)(=O)C2)cc1 (centres undefined)
 : 3	-14	22	-10	8	15	7	17
Cc1cccc(N2CCN(C(=O)c3cn(C)c(=O)c4c3c3ccccc3n4C)CC2)c1C
 : 12	10	21	3	8	10	7	-5
O=C(NC(=S)NCCN1CCOCC1)c1ccccc1Cl
 : 0	-6	12	-18	-9	-14	10	-2
CCOC(=O)c1cc(-c2cccc([N+](=O)[O-])c2)nc2[nH]c(=O)[nH]c(=O)c12
 : -3	-11	5	9	-1	8	-6	-4
Cc1ccc(NC(=O)C2CC(=O)n3c(nc4ccccc43)N2)cc1 (centres undefined)
 : 1	0	-1	9	-28	-7	-2	7
C[C@H](NS(=O)(=O)c1ccc(F)cc1)C(=O)OCC(=O)c1c(N)n(C)c(=O)n(C)c1=O
 : -5	2	0	5	3	-2	-3	0
CCCCNC(=O)Cn1c2c(c(-c3ccccc3Cl)cc1=O)CCC2
 : 2	2	18	5	21	8	1	9
COc1cc2c(cc1OC)-c1cc(Nc3ccc(F)cc3)nc(=O)n1CC2
 : 1	0	19	31	1	3	-9	1
O=C1CCN(C(=O)c2ccc(Cl)cc2)N1
 : -6	-12	-7	-3	-4	2	3	7

# Screening data deposited in PubChem by Sanford-Burnham Center for Chemical Genomics.
